aGal spleen mod: alpha-galactosidase A (human) modulation; P06280; human spleen homogenate, 4MU-alpha-Gal fluorescence, 40 min; Potency, µM (top dose mostly 80 µM), for the others: top-dose activity change, negative = inhibition, usual class: inhibitors; 0.008% of 240,000 active;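 note: potency is the fitted concentration of half-maximal effect; 0% = enzyme with vehicle and -100% = no enzyme basal signal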
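Spleen homogenate 1 ug + cpd (titration) + 4-MU-alpha-D-galactopyranoside 1 mM; 37C 40 min; 50 mM citrate/phosphate pH 5.0, 0.01% Tween-20; stop pH 10; fluorescence 365/440; AC50 via Hill.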
Epigenetic derep: regulators of epigenetic silencing causing reporter derepression in mouse cells. murine LDR cells, GFP reporter derepression, 30 h. Potency, µM (series often up to 53.9 µM), without a hit: at the highest dose GFP activation, hits mostly activators. 0.2% of 280,000 active. AID 1865; note: potency is the fitted concentration of half-maximal effect; % of control where 0% means no effect; nearly all actives have a fitted effect of over 60% in size
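Readout is the number of GFP-expressing murine LDR cells, counted by cytometry following washing. Cells were treated with compound for 30 h at 37 C; the stably integrated CMV-GFP locus is normally silent.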
CBFb-RUNX1 inh: blocks binding between human CBF-beta and RUNX1 | 230,000 tested, under 10 active | Potency, µM (doses to about 59.8 µM), inactives show top-dose activity, negative = inhibition, usual class: inhibitors | AlphaScreen CBFb-His/RUNX1-biotin binding, biochemical | AID 1477; note: % of control where 0% means no effect
Target sequence (Q01196 whole entry, looked up): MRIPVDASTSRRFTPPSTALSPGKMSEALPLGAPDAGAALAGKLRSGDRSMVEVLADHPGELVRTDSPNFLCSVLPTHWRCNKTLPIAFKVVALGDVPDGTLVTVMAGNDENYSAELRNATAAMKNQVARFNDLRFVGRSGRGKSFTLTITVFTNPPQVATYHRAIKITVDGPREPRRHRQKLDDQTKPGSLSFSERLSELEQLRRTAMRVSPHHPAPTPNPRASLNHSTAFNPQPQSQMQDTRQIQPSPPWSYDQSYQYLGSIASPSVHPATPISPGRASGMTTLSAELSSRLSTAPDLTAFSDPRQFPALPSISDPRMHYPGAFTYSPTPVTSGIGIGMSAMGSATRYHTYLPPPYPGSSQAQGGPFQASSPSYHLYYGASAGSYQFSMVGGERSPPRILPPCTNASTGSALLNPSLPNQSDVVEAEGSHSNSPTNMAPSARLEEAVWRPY
Target sequence (Q13951 whole entry, looked up): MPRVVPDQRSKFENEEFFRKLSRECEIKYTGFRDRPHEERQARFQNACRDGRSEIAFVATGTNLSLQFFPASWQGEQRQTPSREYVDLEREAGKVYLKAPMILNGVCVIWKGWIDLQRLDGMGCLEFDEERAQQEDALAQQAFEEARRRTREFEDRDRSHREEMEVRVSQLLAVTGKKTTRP
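Bead-based AlphaScreen assay; binding partners His-tagged CBF-beta and biotinylated RUNX1 at 30 nM each. Compound exposure 15 min after a 20-min protein preincubation; bead step 90 min; all steps at room temperature.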
Tau fluor cs: counter-screen for tau fibril formation inhibitors; tau K18 P301L Alexa594 fluorescence, heparin fibrillization; Potency, µM (highest dose often 57.7 µM), inactives show at the highest dose activity change, negative = decrease; 0.93% of 280,000 active; note: potency is the fitted concentration of half-maximal effect; % is set by controls: 0 for no effect and ±100 for the full control effect; nearly all actives have a fitted effect of over 55% in size
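Human tau K18 P301L (15 uM unlabeled, 0.24 uM Alexa 594-labeled) in 100 mM sodium acetate pH 7 with 20 uM heparin, 6 hr at 37 C. ThT 30 uM added, 1 hr ambient; Alexa 594 FP and total fluorescence read at 555/632 nm.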
TexasRed fluor: alters Texas Red total fluorescence, flagging assay interference; AID 1479; 0.29% of 280,000 active; TRb/SRC2 Texas Red total fluorescence interference; Potency, µM (top dose mostly 106 µM), without a hit: at the highest dose fluorescence change, negative = quenching; active = well fitted curve in either direction with a large enough effect; inconclusive = small, poorly fitted or top-dose-only effect; note: potency is the fitted concentration of half-maximal effect; % is set by controls: 0 for no effect and ±100 for the full control effect
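Human TRβ ligand-binding domain (0.6 uM) and Texas Red SRC2 peptide (20 nM) in Tris buffer with 1 uM T3 and 5% DMSO were incubated with pinned compound for 5 hr at ambient temperature. Total fluorescence was computed as S + 2P (555/632 nm).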
Tau fibril FP: blocks human tau fibril formation measured by polarization | Potency, µM (highest dose often 57.7 µM), inactives show at the top dose activity, negative = inhibition, most hits filed as inhibitors | P10636 | K18 P301L tau heparin fibrillization, Alexa594 FP, 6 h | AID 1468 | 0.39% of 280,000 active; note: potency is the fitted concentration of half-maximal effect; % is set by controls: 0 for no effect and ±100 for the full control effect; nearly all actives have a fitted effect of over 55% in size
Target sequence (P10636 561-689 P618L limits assumed): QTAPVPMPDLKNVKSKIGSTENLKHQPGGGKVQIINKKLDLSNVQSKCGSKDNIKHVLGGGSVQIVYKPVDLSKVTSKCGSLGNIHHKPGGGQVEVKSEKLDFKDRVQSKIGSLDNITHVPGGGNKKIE
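Human K18 P301L fragment (15 uM unlabeled plus 0.24 uM Alexa 594-labeled) in 100 mM sodium acetate pH 7 with compound, aggregation induced by 20 uM heparin for 6 hr at 37 C. ThT (30 uM) added for 1 hr, then Alexa 594 FP read.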
TRb-SRC2 inh: disrupts binding of human TR beta to SRC2 | P10828 | TRbeta-SRC2 peptide binding, fluorescence polarization; receptor liganded with 1 µM T3 | Potency, µM (series often up to 106 µM), inactives show at the highest dose activity change, negative = inhibition, most hits filed as inhibitors | 0.065% of 280,000 active;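 note: potency is the fitted concentration of half-maximal effect; plate controls were bound peptide for no effect and peptide without receptor for full effect; nearly all actives have a fitted effect of over 50% in size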
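Polarization signal, normalized between peptide-alone and full complex controls, measured compound effects on T3-liganded human TRb LBD (0.6 uM) binding 20 nM Texas Red SRC2 peptide after 5 hr.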
NPSR antagonist: neuropeptide S receptor (human) antagonism, cAMP; Q6W5P4; CHO-NPSR cells, cAMP TR-FRET, antagonist mode; Potency, µM (highest dose often 38.3 µM), inactives show top-dose activity change, negative = inhibition, most hits filed as inhibitors; 1% of 220,000 active; note: potency is the fitted concentration of half-maximal effect; % is set by controls: 0 for no effect and ±100 for the full control effect; nearly all actives have a fitted effect of over 50% in size; many of its hits are not listed in these tables
Numbers without * were called inactive; ? = inconclusive; · = no result given; & = joins results of further samples; [ ] = dose if it differs, or a comment. Unless noted, calls come from the whole dose curve; as a rule, active = well fitted curve in the direction sought with a large enough effect; inconclusive = small, poorly fitted or top-dose-only effect, or another doubt; inactive = no such curve, though single readings can be large; an effect the other way counts as inactive or inconclusive. These rows are one share of the data (hit frequency here may not be typical).

The line under a structure holds: aGal spleen mod | Epigenetic derep | CBFb-RUNX1 inh | Tau fluor cs | TexasRed fluor | Tau fibril FP | TRb-SRC2 inh | NPSR antagonist
- COc1ccc(S(=O)(=O)N2CCCC(C(=O)NCc3ccncc3)C2)cc1Cl (stereo not given)
→ -3% | -1.0% | 0% | -7% | -4% | 2% | -5% | ?
- COc1ccc(CNC(=O)/C=C/c2ccc(S(=O)(=O)NCc3ccco3)cc2)cc1OC
→ -2% | 0.0% | -6% | ? | 0% | 11% | -4% | -18%
- Cn1ncc(Oc2ccc([N+](=O)[O-])cc2)c(Cl)c1=O
→ 0% | -0.1% | 12% | 8% | 0% | 1% | -1% | -4%
- O=c1c2c(-c3ccc(Cl)cc3)csc2nc2n1CCC2
→ 3% | 0.9% | 2% | -7% | -1% | -2% | 3% | -3%[46.1 µM]
- Cc1[nH]c(C(=O)N/N=C/c2ccc(C(=O)O)cc2)c(C)c1C(=O)N/N=C/c1ccc(C(=O)O)cc1
→ -17% | -1.1% | 4% | 8% | 3% | 5% | 9% | 0%
- Nc1ccc(-c2nc3ccccc3[nH]2)cc1
→ 8% | 0.0% | 8% | -16% | -9% | 0% | 5% | -17%[46.1 µM]
- CCOC(=O)CN1C(=N)N(c2nc(NC(C)C)nc(OC)n2)CC1=O
→ 16% | -1.0% | 9% | 2% | -3% | 3% | -2% | -3%
- CC(C)c1ccc(S(=O)(=O)N2CCN(C(=S)NCc3ccco3)CC2)cc1
→ 6% | 1.0% | -3% | 1% | -1%[53 µM] | -1% | 2%[53 µM] | -25%
- Cc1nn(-c2cc(C)c3ccccc3n2)c2c1C1C(C2)C1(C)C (stereo not given)
→ -13% | -1.0% | 0% | -5% | -4% | 9% | 1% | -3%[46.1 µM]
- Cn1cc(C(=O)c2ccc(Cl)cc2Cl)cc1C(=O)N/N=C(\N)COc1ccc(Cl)cc1
→ 4% | -1.8% | -17% | -8% | 0% | 3% | 2% | -31%
- CC(C)CCn1c(CN2CCN(C(=O)c3ccco3)CC2)nc2c1c(=O)n(C)c(=O)n2C
→ -1% | 0.0% | -1% | -10% | 0% | 10% | -5% | -11%[46.1 µM]
- Cc1noc(/C=C/c2ccco2)c1S(=O)(=O)N1CCC(C(=O)N2c3ccccc3CC2C)CC1 (stereo not given)
→ 7% | -1.8% | -5% | -20% | 5% | -2% | 5% | -19%[46.1 µM]
- c1ccc2sc(NC3=NCN(CCN4CCOCC4)CN3)nc2c1
→ -5% | -1.1% | 2% | -2% | -2% | 5% | -4% | 10%
- CCC1=[N+](C)c2cccc3cccc(c23)N1C
→ 0% | 2.4% | -1% | 0% | 1% | 3% | -4% | 14%
- COc1ccccc1/C=C(/CC(=O)NCc1ccc2c(c1)OCO2)c1nc2ccccc2s1
→ -14% | 8.2% | 10% | -11% | -2% | 12% | 8% | -29%
- O=C(CCc1ccccc1)N1CCc2c([nH]c3ccccc23)C1c1ccc(Cl)cc1 (stereo not given)
→ · | -1.1% | · | -2% | -2% | -8% | 5% | ·
- CCCCCCCCCCCCCCCCOCC(COP(=O)([O-])OCC[N+](C)(C)C)OC (stereo not given)
→ 21%&-2% | 6.1%&-1.1% | 9%&10% | -2%&1% | 0%&0% | 0%&-1% | 3%&7% | ·
- CCc1nnc(/N=C/c2c(O)n(-c3ccc(Cl)cn3)c(=O)c3ccccc23)s1
→ -3% | -1.3% | -6% | -6% | -2% | 7% | -5% | -11%
- O=C(N/N=C/c1ccc(OC(=O)c2ccco2)cc1)c1ccccn1
→ -9% | -0.7% | 2% | -8% | 1% | -7% | -1% | 8%
- COc1cc(Cl)c(C)cc1NC(=O)C1CCCN(c2ncnc3onc(-c4ccc(F)cc4)c23)C1 (stereo not given)
→ · | -1.3% | · | -19% | 4% | -10% | 3% | ·
- O=C(Cc1ccccc1)Nc1nc(-c2cccs2)cs1
→ 3% | 2.8% | 4% | -26% | 1% | -8% | 2% | -18%[46.1 µM]
- COc1ccc(-c2[nH]nc3oc(=O)c(CCO)c(C)c23)cc1
→ 4% | -2.4% | 2% | -3% | 3% | 4% | -1% | 7%
- O=C(/C=C/c1ccco1)Nc1ccccc1C(=O)Nc1cccc(C(=O)O)c1
→ 3% | 1.1% | -9% | -10% | 0% | -4% | 2% | 10%
- O=C(Nc1ccc(S(=O)(=O)Nc2nccs2)cc1)c1ccc(N2C(=O)c3ccccc3C2=O)cc1
→ 2% | 4.0% | -5% | -4% | -2% | -19% | 6% | -7%
- O=C(NCc1ccc2c(c1)OCO2)c1nn(-c2ccccc2)c(=O)c2ccccc12
→ -1% | -1.0% | -2% | -30% | 0% | 1% | -2% | -29%[46.1 µM]
- Cn1c(C(=O)NC2CCCCC2)cc2sccc21
→ -12% | -2.6% | -1% | -2% | 3% | 6% | 8% | ?
- C#CCn1c(=NC(=O)c2sc3ccccc3c2Cl)sc2cc(S(N)(=O)=O)ccc21
→ -5% | 3.0% | -3% | -9% | 0% | ? | ? | -44%
- CCn1c(C(=O)NCc2ccccc2Br)cc2oc3ccccc3c21
→ · | -1.6% | · | -22% | ? | ? | -11% | ·
- O=C(O)CCCn1cc(NC(=O)c2ccc(F)cc2)cn1
→ -5% | -3.0% | 20% | -1% | -1% | 9% | -6% | 2%
- Cc1ccc(C)c(N2CCN(C(=O)CSCc3ccccc3Cl)CC2)c1
→ · | 1.8% | · | -11% | -4% | -5% | 6% | ·

As entered above:
In Tau fibril FP, CC(C)c1ccc(S(=O)(=O)N2CCN(C(=S)NCc3ccco3)CC2)cc1 has the entry -1%
In TexasRed fluor, CCOC(=O)CN1C(=N)N(c2nc(NC(C)C)nc(OC)n2)CC1=O has the entry -3%

Reprinted at random: three records from the list.
The line under a structure holds: aGal spleen mod | Epigenetic derep | CBFb-RUNX1 inh | Tau fluor cs | TexasRed fluor | Tau fibril FP | TRb-SRC2 inh | NPSR antagonist
- CCn1c(C(=O)NCc2ccccc2Br)cc2oc3ccccc3c21
→ · | -1.6% | · | -22% | ? | ? | -11% | ·
- Cc1nn(-c2cc(C)c3ccccc3n2)c2c1C1C(C2)C1(C)C (stereo not given)
→ -13% | -1.0% | 0% | -5% | -4% | 9% | 1% | -3%[46.1 µM]
- O=C(/C=C/c1ccco1)Nc1ccccc1C(=O)Nc1cccc(C(=O)O)c1
→ 3% | 1.1% | -9% | -10% | 0% | -4% | 2% | 10%

Sorted by molar mass (low to high): part of the list above.
The line under a structure holds: aGal spleen mod | Epigenetic derep | CBFb-RUNX1 inh | Tau fluor cs | TexasRed fluor | Tau fibril FP | TRb-SRC2 inh | NPSR antagonist
- O=C(/C=C/c1ccco1)Nc1ccccc1C(=O)Nc1cccc(C(=O)O)c1
→ 3% | 1.1% | -9% | -10% | 0% | -4% | 2% | 10%
- O=C(NCc1ccc2c(c1)OCO2)c1nn(-c2ccccc2)c(=O)c2ccccc12
→ -1% | -1.0% | -2% | -30% | 0% | 1% | -2% | -29%[46.1 µM]
- CCCCCCCCCCCCCCCCOCC(COP(=O)([O-])OCC[N+](C)(C)C)OC (stereo not given)
→ 21%&-2% | 6.1%&-1.1% | 9%&10% | -2%&1% | 0%&0% | 0%&-1% | 3%&7% | ·

(cont.)
The line under a structure holds: aGal spleen mod | Epigenetic derep | CBFb-RUNX1 inh | Tau fluor cs | TexasRed fluor | Tau fibril FP | TRb-SRC2 inh | NPSR antagonist
- CCOC(=O)NNC1CC(=O)N(c2ccccc2)C1=O (stereo not given)
→ 0% | 5.8% | 9% | -11% | -2% | -8% | 4% | 19%
- Cc1c(C(=O)Nc2ccccc2Cl)oc2ccc(S(=O)(=O)N3CCCCC3)cc12
→ · | 1.4% | · | -5% | -1% | -2% | -7% | ·
- COc1cc(/C=N/n2c(-c3ccccc3)n[nH]c2=S)cc(OC)c1OC
→ 5% | -1.0% | -2% | -8% | -2% | -8% | 6% | -2%
- COc1ccc(C(=O)n2nc(-c3ccco3)nc2NCc2cccs2)cc1OC
→ · | -1.9% | · | ? | ? | -17% | -4% | ·
- COc1ccc(Cl)cc1NC(=O)N1CC(=O)Nc2sc3c(c2C1c1ccccc1)CCCC3 (stereo not given)
→ · | -3.7% | · | 10% | -1% | -4% | 1% | ·
- CN1CCN(NS(=O)(=O)c2cccs2)CC1
→ -3% | 0.0% | -5% | -17% | 1% | ? | 8% | 12%
- NS(=O)(=O)c1ccc(Nc2nc(-c3cccc([N+](=O)[O-])c3)cs2)cc1
→ 1% | 8.5% | 11% | ? | -6% | 0% | 0% | -47%
- Cc1cc(C)c(NC(=O)CSc2ncc(S(=O)(=O)c3ccc(C(C)(C)C)cc3)c(=O)[nH]2)c(C)c1
→ · | 4.1% | · | -2% | 5% | 7% | -9% | ·
- O=C(O)CSc1nnc(CNc2ccc(F)cc2)n1-c1ccccc1
→ 3% | 0.1% | 3% | 9% | -1% | 2% | -7% | 23%
- CC(NC(=O)C12CC3(C)CC(C)(CC(C)(C3)C1)C2)C(=O)O (stereo not given)
→ -1% | 4.3% | 5% | -3% | 0% | 1% | 10% | -6%
- CCSc1nc(-c2ccc(OC)cc2)ccc1C#N
→ 13% | 0.9% | ? | ? | 3% | ? | -13% | 6%[46.1 µM]
- CCOC(=O)C1(Cc2cccc(F)c2)CCN(Cc2c(C)nn(CC)c2C)CC1
→ 8% | -0.3% | -2% | -2% | -1% | 5% | -1% | 5%

Screens: PubChem, National Center for Advancing Translational Sciences (NCATS)
